D1 PAM: enhances dopamine response at the human D1 receptor; HEK293 TREx D1 cells, calcium flux, dopamine EC20 potentiation; potentiation, % at 10 µM; 360,000 tested, 0.036% active; in the data active means potentiation above about 30%; further: 0% is about no effect
Target sequence (P21728 whole entry, looked up): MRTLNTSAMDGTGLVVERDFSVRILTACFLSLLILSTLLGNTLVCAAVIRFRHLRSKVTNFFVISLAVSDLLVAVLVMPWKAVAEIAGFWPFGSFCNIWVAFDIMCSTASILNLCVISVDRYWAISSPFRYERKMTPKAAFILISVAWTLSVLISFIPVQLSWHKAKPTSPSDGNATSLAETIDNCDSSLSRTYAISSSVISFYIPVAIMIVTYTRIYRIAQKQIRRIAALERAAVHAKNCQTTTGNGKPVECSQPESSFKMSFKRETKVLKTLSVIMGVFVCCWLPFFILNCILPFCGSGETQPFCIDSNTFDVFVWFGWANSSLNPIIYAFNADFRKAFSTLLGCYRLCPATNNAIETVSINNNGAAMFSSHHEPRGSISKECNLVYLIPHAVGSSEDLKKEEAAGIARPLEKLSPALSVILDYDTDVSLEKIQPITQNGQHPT
RXFP1 antag: antagonists of human relaxin receptor RXFP1. AID 1259400. HEK293-RXFP1, relaxin-stimulated cAMP HTRF, 30 min; hits give low values. 350,000 tested, 0.59% active. activity change, negative = inhibition, % at 57.5 µM. Q9HBX9;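 active means activity change of -60% or lower, but not beyond a set lower limit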; further: on the % scale 0 is the no-effect control and ±100 the full control effect
D2 antag: antagonizes the human D2 dopamine receptor; AID 485344; inhibition, % at 10 µM; P14416; 340,000 tested, 2% active; HEK293 TREx D2 cells, calcium flux, dopamine EC80; in the data active means inhibition above about 30%; further: 0% is about no effect
Target sequence (P14416 whole entry, looked up): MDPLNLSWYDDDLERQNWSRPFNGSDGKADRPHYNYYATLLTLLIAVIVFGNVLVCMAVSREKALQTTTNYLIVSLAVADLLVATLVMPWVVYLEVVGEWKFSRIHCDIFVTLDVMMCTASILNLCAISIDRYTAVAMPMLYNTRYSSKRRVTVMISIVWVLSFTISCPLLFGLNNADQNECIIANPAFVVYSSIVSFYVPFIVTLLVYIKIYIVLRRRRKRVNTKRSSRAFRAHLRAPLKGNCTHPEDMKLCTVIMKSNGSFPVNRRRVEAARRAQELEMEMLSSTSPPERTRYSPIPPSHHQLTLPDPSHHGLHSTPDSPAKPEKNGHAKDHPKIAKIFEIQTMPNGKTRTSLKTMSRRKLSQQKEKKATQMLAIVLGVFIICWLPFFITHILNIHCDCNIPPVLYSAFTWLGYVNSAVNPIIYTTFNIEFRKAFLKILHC
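Measurement of antagonist activity uses fluorescent calcium dye in inducible HEK293 T-REx D2 cells: 10 s baseline, compound addition with 180 s read, EC80 dopamine addition with a further 180 s read.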
D2 ag: activates the human D2 dopamine receptor. P14416. HEK293 T-REx D2 cells, calcium flux agonist mode. activation, % at 2 µM. 340,000 tested, 0.53% active;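 active means activation over 3 SD above normal in the single-dose calcium agonist read, cut at about 30% in these data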; further: 0% is about no effect
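Calcium-flux readout, 1 cycle/sec over 180 s following compound pin transfer, in inducible HEK293 Trex D2 cells (force-coupled); dopamine controls included. Positive calcium responses during this window marked compounds as potential agonists.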
D1 ag: agonists of human D1 dopamine receptor | P21728 | HEK293 T-REx D1 cells, calcium flux, agonist mode | activation, % at 2 µM | 360,000 tested, 1% active | AID 504660; further: 0% is about no effect
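Agonism was scored from calcium flux recorded over 180 s (1 read/s) after pintool compound addition, following a 10-cycle baseline. Cells were inducible force-coupled HEK293 TREx D1, plated overnight at 30 C and loaded with no-wash calcium dye.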
D2 potentiator: positive allosteric modulators of human D2 dopamine receptor; potentiation, % at 10 µM; HEK293 T-REx D2, calcium flux, EC20 dopamine potentiation; P14416; 340,000 tested, 0.34% active; AID 485347;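 active means potentiation over 3 SD above the plate norm, cut at about 30% in these data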; further: 0% is about no effect
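Using a no-wash calcium dye in inducible, force-coupled HEK293 Trex cells expressing D2, we tracked fluorescence each second for 180 s after compound, then for 180 s after EC20 dopamine to detect augmented signalling.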
D1 antag: human D1 dopamine receptor antagonism. HEK293 TREx D1 cells, calcium flux, dopamine EC80; hits give low values. activity change, negative = inhibition, % at 10 µM. 360,000 tested, 3.2% active; in the data active means activity change below about -30%; further: on the % scale 0 is the no-effect control and ±100 the full control effect
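Using tetracycline-induced force-coupled D1 Hek293 cells and a calcium dye, signals were followed for 180 s after compound, then for 180 s after EC80 dopamine, to detect inhibitors.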
TRHR PAM: allosterically enhances the human TRH receptor; 360,000 tested, 0.66% active; enhancement, % at 2 µM; AID 493056; TRHR cells, fluo-8 calcium fluorescence, EC20 TRH enhancement; in the data active means enhancement above about 30%; further: 0% is about no effect
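TRHR-expressing cells loaded with fluo-8 calcium dye were read kinetically (ex 480/em 530) during compound addition, then stimulated with an EC20 of TRH (10 nM final). Enhancement of the Gq-mediated intracellular calcium response was scored.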
TRHR agonist: agonists of human TRH receptor | P34981 | TRHR cells, calcium flux fluo-8, FDSS agonist mode | activation, % at 2 µM | 360,000 tested, 0.18% active; further: 0% is about no effect
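TRHR-expressing cells, plated overnight in medium with 10% serum, were loaded with fluo-8 calcium dye at room temperature. After a 10 s baseline, library compound was pin-added and calcium release was recorded kinetically (ex 480/em 530) as agonist response.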
* = called active by the depositor; & = joins results of further samples. Unless noted, no stated cut-off is given here; in the data, active means activation above about 30%; inactive means the rest. The order is random; overall some 7.1% were active at least once.

Results for CCOC(=O)c1ccc(NC(=S)N(CCN2CCCCCC2)Cc2cccs2)cc1 ?
D1 PAM: -1; RXFP1 antag: 3; D2 antag: 20; D2 ag: 5.5; D1 ag: 9; D2 potentiator: -10; D1 antag: 3; TRHR PAM: -2; TRHR agonist: 0.3

How did CCOC(=O)C1CN(S(=O)(=O)c2ccccc2)CCN1S(=O)(=O)c1ccccc1 (stereo not drawn) do in these assays?
D1 PAM: -3; RXFP1 antag: -12; D1 ag: 7; D1 antag: -19; TRHR PAM: 2; TRHR agonist: -0.7

Results for CCS(=O)(=O)c1ccc2oc(SCC(=O)c3c(N)n(C4CC4)c(=O)[nH]c3=O)nc2c1 ?
D1 PAM: -3; RXFP1 antag: -4; D2 antag: -19; D2 ag: 0.2; D1 ag: 3; D2 potentiator: -2; D1 antag: 2; TRHR PAM: 5; TRHR agonist: 1.2

How did CCOc1ccc(C(=O)C(C)OC(=O)Cn2c(C)csc2=O)cc1 (stereo not drawn) do in these assays?
D1 PAM: 2; RXFP1 antag: 8; D2 antag: 3; D2 ag: -0.1; D1 ag: 5; D2 potentiator: -9; D1 antag: -19; TRHR PAM: 5; TRHR agonist: -0.4

What do the screens show for `CCN(CC)CC(=O)NCC1(c2ccccc2)CCOCC1`?
D1 PAM: -3; RXFP1 antag: 1; D2 antag: 14; D2 ag: -0.2; D1 ag: 4; D2 potentiator: 5; D1 antag: -2; TRHR PAM: -9; TRHR agonist: -1.5

What do the screens show for `COc1ccc(Cl)cc1C(=O)NCC(C)C`?
D1 PAM: 3; RXFP1 antag: 3; D2 antag: -13; D2 ag: 0.3; D1 ag: 1; D2 potentiator: -5; D1 antag: 7; TRHR PAM: 2; TRHR agonist: -0.3

How did O=[N+]([O-])c1ccc(NC(=S)N2CCN(S(=O)(=O)c3ccccc3)CC2)cc1 do in these assays?
D1 PAM: -6; RXFP1 antag: 3; D2 antag: 18; D2 ag: -0.5; D1 ag: 1; D2 potentiator: 0; D1 antag: -29; TRHR PAM: -2; TRHR agonist: 0.6

What do the screens show for `CN1CCN(C(=O)c2cccc(COc3cc(Cl)ccc3Cl)c2)CC1`?
D1 PAM: -14; RXFP1 antag: 7; D2 antag: -9; D2 ag: -1.1; D1 ag: 2; D2 potentiator: -12; D1 antag: -43*; TRHR PAM: -3; TRHR agonist: -0.1

What do the screens show for `CC(CN1CCOCC1)OC(=O)C(c1ccccc1)c1ccccc1` (stereo not drawn)?
D1 PAM: -5; RXFP1 antag: -13; D2 antag: -2; D2 ag: 1.2; D1 ag: -3; D2 potentiator: 2; D1 antag: 3; TRHR PAM: 0; TRHR agonist: -0.5

Results for C=CCn1c(N)c(C(=O)OC(C)(C)C)c2nc3ccccc3nc21 ?
D1 PAM: 0; RXFP1 antag: -9; D2 antag: -1; D2 ag: -0.5; D1 ag: 3; D2 potentiator: -6; D1 antag: 17; TRHR PAM: 3; TRHR agonist: 1.1

Brought forward from above: 4 entries, followed by the next part.
How did O=[N+]([O-])c1ccc(NC(=S)N2CCN(S(=O)(=O)c3ccccc3)CC2)cc1 do in these assays?
D1 PAM: -6; RXFP1 antag: 3; D2 antag: 18; D2 ag: -0.5; D1 ag: 1; D2 potentiator: 0; D1 antag: -29; TRHR PAM: -2; TRHR agonist: 0.6

What do the screens show for `CN1CCN(C(=O)c2cccc(COc3cc(Cl)ccc3Cl)c2)CC1`?
D1 PAM: -14; RXFP1 antag: 7; D2 antag: -9; D2 ag: -1.1; D1 ag: 2; D2 potentiator: -12; D1 antag: -43*; TRHR PAM: -3; TRHR agonist: -0.1

What do the screens show for `CC(CN1CCOCC1)OC(=O)C(c1ccccc1)c1ccccc1` (stereo not drawn)?
D1 PAM: -5; RXFP1 antag: -13; D2 antag: -2; D2 ag: 1.2; D1 ag: -3; D2 potentiator: 2; D1 antag: 3; TRHR PAM: 0; TRHR agonist: -0.5

Results for C=CCn1c(N)c(C(=O)OC(C)(C)C)c2nc3ccccc3nc21 ?
D1 PAM: 0; RXFP1 antag: -9; D2 antag: -1; D2 ag: -0.5; D1 ag: 3; D2 potentiator: -6; D1 antag: 17; TRHR PAM: 3; TRHR agonist: 1.1

How did COc1cccc(C(=O)Nc2ccc(S(=O)(=O)Nc3onc(C)c3C)cc2)c1 do in these assays?
D1 PAM: -3; RXFP1 antag: -4; D2 antag: 4; D2 ag: 0.5; D1 ag: 2; D2 potentiator: 1; D1 antag: 1; TRHR PAM: 12; TRHR agonist: -2.6

What do the screens show for `CCc1ccc(Nc2nc3ccccc3nc2NS(=O)(=O)c2ccccc2)cc1`?
D1 PAM: -5; D2 ag: -1.4; D1 ag: 17; D2 potentiator: -23; D1 antag: -49*; TRHR PAM: -2; TRHR agonist: 0.5

Results for CC(=O)N1CCc2c(sc3c2c(=O)n(-c2ccccc2)c(=O)n3Cc2cccc(C(F)(F)F)c2)C1 ?
D1 PAM: 6; D2 ag: 3.0; D1 ag: 3; D2 potentiator: 14; D1 antag: 8; TRHR PAM: 0; TRHR agonist: 2.4

Results for COc1ccccc1OCCOc1ccc(/C=N/n2cnnc2)cc1 ?
D1 PAM: -7; RXFP1 antag: -4; D2 antag: 1; D2 ag: 0.6; D1 ag: 5; D2 potentiator: -4; D1 antag: -3; TRHR PAM: 3; TRHR agonist: -0.2

Results for O=C(O)c1cccc(Sc2ccc(Br)cc2C(=O)O)c1 ?
D1 PAM: 2; D2 antag: -10; D2 ag: -0.2; D1 ag: 2; D2 potentiator: 1; D1 antag: 37; TRHR PAM: -3; TRHR agonist: 0.4

Results for Cc1ccc(CC(=O)NCCCn2ccnc2)cc1 ?
D1 PAM: 2; RXFP1 antag: -7; D2 antag: -3; D2 ag: 2.0; D1 ag: 4; D2 potentiator: 11; D1 antag: 11; TRHR PAM: -11; TRHR agonist: -0.2

How did CCCN1CCN(CCCNC(=O)c2cc3c(=O)oc4ccc(C)cc4c3s2)CC1 do in these assays?
D1 PAM: -4; RXFP1 antag: -2; D2 antag: 5; D2 ag: 0.0; D1 ag: 4; D2 potentiator: 34*; D1 antag: -17; TRHR PAM: 2; TRHR agonist: -0.6

How did COc1cc(/C=C(\NC(=O)c2cc(OC)c(OC)c(OC)c2)C(=O)NC(C(=O)O)c2ccccc2)cc(OC)c1OC (stereo not drawn) do in these assays?
D1 PAM: 1; RXFP1 antag: -13; D2 antag: 15; D2 ag: 0.8; D1 ag: 3; D2 potentiator: 10; D1 antag: -9; TRHR PAM: -1; TRHR agonist: -0.1

What do the screens show for `CN=C1NN=C(c2cc(C)n(-c3c(C)n(C)n(-c4ccccc4)c3=O)c2C)CS1`?
D1 PAM: -4; RXFP1 antag: -6; D2 antag: 4; D2 ag: 0.5; D1 ag: 4; D2 potentiator: 7; D1 antag: 3; TRHR PAM: 5; TRHR agonist: 0.2

How did Cn1nnnc1SCC(=O)Nc1ccccn1 do in these assays?
D1 PAM: 0; RXFP1 antag: -12; D2 antag: 10; D2 ag: 0.0; D1 ag: 1; D2 potentiator: 2; TRHR PAM: -6; TRHR agonist: 0.3

How did COc1cc2nc(CN3CCN(c4ncc(C(F)(F)F)cc4Cl)CC3)[nH]c(=O)c2cc1OC do in these assays?
D1 PAM: -6; D2 antag: 16; D2 ag: -2.3; D1 ag: 5; D2 potentiator: 1; D1 antag: -11; TRHR PAM: -4; TRHR agonist: -2.8

How did CN1C(=O)C(N=Nc2ccccc2C(=O)O)N(C)C1=S (stereo not drawn) do in these assays?
D1 PAM: 3; RXFP1 antag: 9; D2 antag: 40*; D2 ag: 8.5; D1 ag: 46*; D2 potentiator: 3; D1 antag: 2; TRHR PAM: 1; TRHR agonist: 12

What do the screens show for `CCCN(CCC)CCNC(=O)CN1C(=O)COc2ccc(S(=O)(=O)N3CCOCC3)cc21`?
D1 PAM: 1&0; RXFP1 antag: -9; D2 antag: 15; D2 ag: 37*; D1 ag: 0&0; D2 potentiator: -16&-17; D1 antag: 8&-20; TRHR PAM: 3&1; TRHR agonist: 0.8&-0.1

Results for CCOc1ccccc1NC(=O)CSc1nc2nc(-c3cccs3)cc(C(F)(F)F)c2c(=O)[nH]1 ?
D1 PAM: -3; RXFP1 antag: -13; D2 antag: 12; D2 ag: 0.1; D1 ag: 0; D2 potentiator: 7; D1 antag: 0; TRHR PAM: 2; TRHR agonist: 0.3

What do the screens show for `O=C(Nc1ccc(SC(F)(F)F)cc1)c1ccccn1`?
D1 PAM: 0; RXFP1 antag: -27; D2 antag: -3; D2 ag: 0.4; D1 ag: 1; D2 potentiator: 11; D1 antag: -10; TRHR PAM: -1; TRHR agonist: 0.8

How did CCCCC(=O)N1CCCC(c2nc3c(nnn3Cc3cc(C)ccc3C)c(=O)[nH]2)C1 (stereo not drawn) do in these assays?
D1 PAM: -4; RXFP1 antag: -5; D2 antag: -5; D2 ag: 0.6; D1 ag: 2; D2 potentiator: -4; D1 antag: 3; TRHR PAM: 3; TRHR agonist: -2.0

Results for FC(F)(F)c1cc(-c2ccco2)nc(-n2nnc3ccccc32)n1 ?
D1 PAM: 1; RXFP1 antag: 10; D2 antag: -16; D2 ag: 0.3; D1 ag: 3; D2 potentiator: 4; D1 antag: 1; TRHR PAM: -4; TRHR agonist: 0.9

Results for Cc1csc(N(C(=O)Cc2ccccc2F)c2ccccc2)n1 ?
D1 PAM: 0; RXFP1 antag: -27; D2 antag: 2; D2 ag: -0.7; D1 ag: 1; D2 potentiator: 2; D1 antag: -1; TRHR PAM: -2; TRHR agonist: 0.1

What do the screens show for `CC1=C(C(=O)Nc2ccccc2C(=O)NC2CCCCC2)SCCO1`?
D1 PAM: 6; RXFP1 antag: 5; D2 antag: -14; D2 ag: -2.6; D1 ag: 0; D2 potentiator: 2; D1 antag: -2; TRHR PAM: -4; TRHR agonist: 1.6

What do the screens show for `O=C(CN1C(=O)CCSc2ccc(S(=O)(=O)N3CCOCC3)cc21)Nc1ccccc1Cl`?
D1 PAM: -5; RXFP1 antag: 9; D2 antag: 12; D2 ag: 0.4; D1 ag: 3; D2 potentiator: -9; D1 antag: 4; TRHR PAM: 8; TRHR agonist: -0.8

What do the screens show for `COc1ccc(CNc2nc3c(c(=O)[nH]c(=O)n3C)n2Cc2ccccc2)cc1`?
D1 PAM: -2; RXFP1 antag: 12; D1 ag: 1; D1 antag: -1; TRHR PAM: -6; TRHR agonist: 0.2

How did CC1CCCCN1S(=O)(=O)c1cccc2cccnc12 (stereo not drawn) do in these assays?
D1 PAM: 1; D2 antag: 3; D2 ag: 0.3; D1 ag: 1; D2 potentiator: 7; D1 antag: -11; TRHR PAM: 4; TRHR agonist: 0.0

How did Cc1ccc(S(=O)(=O)N(CC(=O)Nc2cccc(N(C)S(C)(=O)=O)c2)c2ccc(Cl)c(Cl)c2)cc1 do in these assays?
D1 PAM: -12; RXFP1 antag: 3; D2 antag: -8; D2 ag: 0.8; D1 ag: 4; D2 potentiator: -8; D1 antag: -32*; TRHR PAM: 3; TRHR agonist: 1.6

Results for O=C(CNc1ccccc1)N/N=C/c1c(O)ccc2ccccc12 ?
D1 PAM: -1; RXFP1 antag: 0; D2 antag: -10; D2 ag: 0.4; D1 ag: 1; D2 potentiator: -24; D1 antag: 0; TRHR PAM: -3; TRHR agonist: 2.0

Screens as filed in PubChem.
